Source: PubChem
bCat nuc transl: modulators of beta-catenin nuclear translocation, primary screen, imaging, HeLa cells, immunofluorescence, high-content; nuclear translocation activity, % at 5 µM; 190,000 compounds, 0.3% hits; AID 1665, 2009;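 active means nuclear translocation activity above 50% at 5 µM, with a well cell count of 50 or more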;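 further: per-cell ratio of nuclear to cytoplasmic median beta-catenin stain intensity; plate controls were DMSO negative control for no effect and GSK-3 inhibitor IX positive control for full effect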
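test system = HeLa cells, endogenous beta-catenin | dosing = single 5 µM dose plus 0.02–20 µM confirmation series | times = compound treatment 24 h, 37°C, 5% CO2 | technique = beta-catenin immunofluorescence imaging with DAPI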
WT yeast gro inh: growth inhibition of WT strain, primary screen, mitochondrial fusion inhibitor project, WT and mutant strains, chemical genetic; mitochondrial fusion phenotypic screen; inhibition, % at 10 µM; 190,000 compounds, 2.1% hits; in the data active means inhibition above about 58%; tested in S. cerevisiae
Ins promoter up: insulin promoter activators in MIN6 cells, imaging, high-content screening, mouse beta cells; MIN6 insulin promoter-GFP reporter; active compounds read high; z-score at 5 µM; 190,000 compounds, 0.3% hits; AID 1625, 2009;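 active means z-score above 3 at 5 µM with at least 500 cells counted in the well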
ER stress rescue: rescue of cells from ER stress-induced death, primary screen, 384-well, CSM14.1, thapsigargin, ATP luminescence (AID 1222). cellular ATP content (survival), % at 20 µM; hits with a dose series show EC50 in µM. 190,000 tested, under 10 active. CSM14.1 thapsigargin-induced death rescue, ATP luminescence; higher % means a stronger effect;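 active means EC50 below 50 µM in the dose-response confirmation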;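 further: death triggered by thapsigargin at about 15 µM added after 2 h compound pretreatment; cell ATP read after overnight thapsigargin exposure of roughly 18 to 22 hours; normalized against plate controls of thapsigargin alone and 5% DMSO vehicle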
XIAP displacement: XIAP antagonists, biochemical, IAP family, fluorescence polarization (AID 1018) | E3 ubiquitin-protein ligase XIAP (Homo sapiens) | XIAP BIR domain, fluorescence polarization peptide displacement; higher % means a stronger effect | displacement, % at 20 µM, or IC50 in µM where a hit was titrated | 200,000 compounds, 0.007% hits; in the data active means displacement above about 50%; further: a part of the inactive calls stands beside numbers as strong as those of hits
Dynein transport: inhibitors of GR-EGFP nuclear translocation, primary screen, dynein cargo transport inhibitor project, imaging, high-content, 3617.4 mouse cells; test concentration mostly 20 µM; stimulated with dexamethasone, 1 µM; active compounds read low; z-score, hits read low; 220,000 compounds, 0.47% hits; AID 1381, 2008;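 active means plate z-score of nuclear minus cytoplasmic receptor signal below a set negative limit, without overly bright fluorescence or cell loss, cut at about -3.5 in these data, passing the limit was not always enough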;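 further: z-score of nuclear minus cytoplasmic ring GR-EGFP intensity difference per well; some compounds called inactive have numbers as strong as hits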
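Buffer or medium: tetracycline-free induction medium containing charcoal-stripped FBS / Reagent: dexamethasone agonist, 1.0 µM final, for 30 min / Technique: automated 10x imaging of fixed Hoechst-stained cells / Times: induction 48 h, compound 1 h, agonist 30 min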
MT stabilize HCS: microtubule stabilizers in HeLa cells, primary screen, imaging, high-content imaging | % tubulin-high responders, % at 10 µM | HeLa tubulin immunostaining HCS, 24 h; share of cells brighter than vehicle mean+2SD | AID 2205, 2009 | 200,000 compounds, 0.83% hits;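 active means plate Z-score above 3 for both tubulin-high and condensed-nucleus cell shares, with cell loss under 80%, at 10 µM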;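 further: anti alpha tubulin signal scored within the nucleus-defined area of each cell; some results filed as inactive read as strong as hits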
Autophagy mod: autophagy modulators in MEF cells, primary screen, imaging, high-content, MEF GFP-LC3 | AID 463193, 2010 | 190,000 compounds, 0.98% hits | calls only at 10 µM (by protocol) | MEF GFP-LC3 puncta imaging; test concentration mostly 10 µM;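 active means percentage of spot-positive cells more than 3 SD above its plate mean, without a fluorescence outlier flag or 80% toxicity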;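 further: spot-positive cell cutoff set from DMSO-treated cells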
Hep lipid drop: inhibitors of hepatocyte lipid droplet formation, primary screen, imaging, high-throughput imaging, BODIPY stain | AML12 mouse hepatocytes, oleate lipid droplets | inhibition, % at 6.5 µM | 240,000 compounds, 0.4% hits;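 active means lipid droplet intensity inhibited by at least 50%, with more than 500 cells counted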
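Material – AML12 mouse liver cells · Also added – oleate loading, 100 µM · Compound dosing – 6.5 µM single-point dosing · Times – overnight treatment with compound plus oleate · Measured by – fluorescence imaging, 20x objective, two fields per well · Read-out – percent inhibition of filter-corrected integrated lipid droplet intensity per well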
WT yeast gro inh mutant strain: also measured in WT yeast gro inh; calls as there; inhibition, %; mitochondrial fusion phenotypic screen, mutant strain inhibition
Dynein transport cytoplasmic EGFP: also measured in Dynein transport; calls as there; z-score; measured here: cytoplasmic GR-EGFP intensity; active compounds read high
Dynein transport nuclear GR-EGFP: second read-out of Dynein transport, no call of its own (marks repeat the call); z-score; measured here: nuclear GR-EGFP intensity;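 lower value marks the stronger effect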
Dynein transport cell count: recorded beside Dynein transport, whose call it bears; z-score; measured here: cell count per field
Ins promoter up cell count: also measured in Ins promoter up; calls as there; cell count; measured here: cytotoxicity, nuclei count;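 total cells summed across four imaged fields per well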
Hep lipid drop cells 6.5 µM: second read-out of Hep lipid drop, no call of its own (marks repeat the call); cell count; measured here: cell count, cytotoxicity flag;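 cells counted across two imaged fields per well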
bCat nuc transl cell count 5 µM: further read-out of bCat nuc transl, marked with its call; cell count; measured here: cell count, cytotoxicity flag
MT stabilize HCS Hoechst-high %: second read-out of MT stabilize HCS, no call of its own (marks repeat the call); % Hoechst-high responders; measured here: nuclear condensation Hoechst responders;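 share of cells brighter than vehicle mean plus two SD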
MT stabilize HCS cytotoxicity %: also measured in MT stabilize HCS; calls as there; toxicity, %; measured here: cytotoxicity by cell density;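 0% = mean cell density of plate MIN control wells and 100% = no cells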
Autophagy mod cell loss 18 h: second read-out of Autophagy mod, no call of its own (marks repeat the call); toxicity, %; measured here: cell loss, nuclei count;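 cell loss after 18 h compound exposure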
Numbers without * were called inactive; i = inactive; / = not tested or not shown. The order is random, and some 4% of all compounds hit somewhere here.

SMILES	bCat nuc transl	bCat nuc transl cell count 5 µM	WT yeast gro inh	WT yeast gro inh mutant strain	Ins promoter up	Ins promoter up cell count	ER stress rescue	XIAP displacement	Dynein transport	Dynein transport cytoplasmic EGFP	Dynein transport nuclear GR-EGFP	Dynein transport cell count	MT stabilize HCS	MT stabilize HCS Hoechst-high %	MT stabilize HCS cytotoxicity %	Autophagy mod	Autophagy mod cell loss 18 h	Hep lipid drop	Hep lipid drop cells 6.5 µM
OC(CN1CCOCC1)CN1CCOCC1	-0.4	1197	9	17	0.57	1029	0.8%	-1.4%	-0.83	0.07	-0.24	0.56	1.2	1.3	9.6	i	2	/	/
Clc1ccc(C[n+]2cc(-c3ccccc3)n3c2CCC3)cc1Cl	-3.1	1082	1	-10	0.12	1190	0.9%	-5.1%	0.012	-0.25	0.088	-0.38	3.8	2.3	15	i	-5	-1	518
O=C1c2oc3ccc(F)cc3c(=O)c2C(c2cccc(O)c2)N1CCCN1CCOCC1 (stereo not drawn)	-4.1	623	10	-4	0.73	1210	-4.3%	-3.3%	-0.13	-0.017	0.65	-0.2	3.3	2.0	14	i	15	-3	761
NC(=O)c1cnn(-c2ccc3ccccc3c2)c1N	-2.8	1149	-12	6	-0.94	1187	-1.2%	-5.4%	-0.24	-0.29	0.25	0.29	2.1	2.3	9.2	i	4	-3	756
CCc1ccc(NC(=O)c2cnn(-c3ccccc3)c2C2CCNCC2)cc1	0.0	1006	1	17	-0.18	1128	-0.4%	-6.2%	-1.8	-0.32	-0.3	1.7	4.8	3.4	6.5	i	2	-3	680
CC1CCN(Cc2ccc(NC(=O)CC3Oc4ccccc4NC3=O)cc2)CC1 (stereo not drawn)	/	/	-1	-14	0.3	893	-1.4%	-2.8%	-0.99	-0.26	-0.4	0.69	2.7	4.8	9.0	i	11	/	/
S=C(NCc1ccccc1)Nc1ccc(Cl)cc1	0.5	965	26	8	-0.24	1336	-1.0%	-5.5%	-0.1	-0.22	0.41	-0.25	2.2	1.8	15	i	-18	1	690
CN1C(=O)C2(c3ccccc31)N(C)CC(c1ccccc1)C21SC(=S)N(Cc2ccco2)C1=O (stereo not drawn)	/	/	28	-41	/	/	5.8%	-7.7%	2.1	0.32	1.4	-2.2	3.6	1.8	9.0	i	2	/	/
N#C/C(=C/c1ccccc1[N+](=O)[O-])C(=O)NCc1ccco1	0.7	1064	6	18	0.18	1462	-1.3%	2.2%	0.59	-0.17	0.44	-1.1	4.1	2.5	8.7	i	16	-1	659
O=C(Nc1nc2c(c(=O)[nH]1)CCCC2)C1CC1	/	/	-7	4	/	/	-0.7%	-3.1%	0.36	-0.23	0.15	0.17	4.0	2.4	5.4	i	3	4	827

The list goes on; it opens with the 2 that closed the last part.
SMILES	bCat nuc transl	bCat nuc transl cell count 5 µM	WT yeast gro inh	WT yeast gro inh mutant strain	Ins promoter up	Ins promoter up cell count	ER stress rescue	XIAP displacement	Dynein transport	Dynein transport cytoplasmic EGFP	Dynein transport nuclear GR-EGFP	Dynein transport cell count	MT stabilize HCS	MT stabilize HCS Hoechst-high %	MT stabilize HCS cytotoxicity %	Autophagy mod	Autophagy mod cell loss 18 h	Hep lipid drop	Hep lipid drop cells 6.5 µM
N#C/C(=C/c1ccccc1[N+](=O)[O-])C(=O)NCc1ccco1	0.7	1064	6	18	0.18	1462	-1.3%	2.2%	0.59	-0.17	0.44	-1.1	4.1	2.5	8.7	i	16	-1	659
O=C(Nc1nc2c(c(=O)[nH]1)CCCC2)C1CC1	/	/	-7	4	/	/	-0.7%	-3.1%	0.36	-0.23	0.15	0.17	4.0	2.4	5.4	i	3	4	827
COc1cccc(Sc2cc(N3CCOCC3)nc(-c3ccccc3)n2)c1	0.8	1332	21	-1	-0.14	1671	-1.2%	-2.6%	-0.62	-0.19	0.37	-0.023	1.9	2.0	9.0	i	17	/	/
Cc1cc(/C=C2\SC(=O)N(CC(=O)Nc3ccccc3F)C2=O)c(C)n1C	1.4	1076	12	-2	/	/	-1.9%	-5.7%	-0.52	0.058	-0.15	0.53	1.9	1.6	2.6	i	25	8	734
O=C(CNC(=O)c1ccccc1)N/N=C/c1cn[nH]c1-c1ccccc1	-1.3	957	-12	-11	/	/	1.1%	-4.1%	0.87	-0.3	0.28	-0.84	1.7	1.7	6.1	i	-11	18	660
CCC(=O)Nc1sc2c(c1C#N)CCC2	-1.7	1087	-3	-3	-0.1	1183	-1.1%	-3.0%	-0.36	-0.35	-0.057	0.22	1.3	1.4	4.0	i	-1	-16	684
CC(=O)c1noc(C)c1C(=O)Nc1nccs1	-2.4	966	-47	-44	0.96	760	-0.5%	-3.9%	-0.76	-0.12	-0.5	0.17	0.9	0.8	6.5	i	-2	-5	760
COc1ccccc1Cn1c(-c2ccccc2OC)nc2ccccc21	1.0	1073	72*	47*	/	/	0.9%	-15%	2.5	0.02	1.1	-0.95	1.2	1.1	2.3	i	-3	6	778
O=C(CN1CCOCC1)Nc1cc(C(F)(F)F)ccc1Cl	-1.1	1070	/	/	-0.53	1284	/	-6.3%	0.33	-0.14	1.1	-1.9	2.3	2.0	16	i	1	6	720
COc1ccc(C(=O)n2nc(C)cc2C)cc1OC	-1.2	1196	-7	1	-0.04	1184	-1.7%	-4.6%	-0.35	-0.28	-0.16	0.73	2.7	1.2	2.4	i	35	0	760
COc1ccc2[nH]c(=O)c(CN(C(=O)c3cccnc3)c3cccc(C)c3)cc2c1	0.7	1270	/	/	-0.45	1158	/	/	-0.33	-0.21	-0.56	0.6	/	/	/	/	/	2	803
CCNc1nc(SCc2ccccc2)nc(N2CCOCC2)n1	-1.5	1216	19	6	-2.2	1408	1.8%	-2.3%	1	-0.16	0.43	-0.88	2.1	1.4	8.5	i	6	20	718
CN(C)/C=C/c1onc(-c2ccccc2Cl)c1C#N	-2.8	1041	5	-11	-0.05	1214	-0.1%	-5.3%	1.1	-0.25	0.58	-0.35	3.8	1.2	6.2	i	-3	-13	715
O=C(NNC(=O)c1ccncc1)c1ccncc1	/	/	13	8	/	/	-0.9%	-4.7%	-0.17	-0.38	-0.32	0.65	0.9	1.6	8.6	i	16	8	789
CCOc1ccc(C(C(=O)Nc2ccc(F)cc2)N(C(=O)Cn2nnc3ccccc32)C2CC2)cc1 (stereo not drawn)	/	/	-7	6	/	/	1.9%	-0.9%	-0.63	-0.14	-0.58	0.57	2.0	1.3	8.1	i	-5	/	/
O=C(NC(=S)Nc1ccc(S(=O)(=O)Nc2nccs2)cc1)c1ccccc1F	4.5	458	2	8	/	/	1.1%	-0.7%	1.2	-0.24	0.83	-1.1	1.9	1.0	1.5	i	11	0	762
COc1ccc(NS(=O)(=O)c2ccc(O)c(NC(=O)c3cc4c(C)nn(-c5ccc(F)cc5)c4s3)c2)cc1	-0.2	1029	11	-14	-0.57	1202	-0.8%	-3.7%	-0.87	-0.089	-0.85	0.81	1.6	2.5	11	i	-12	5	616
COc1cc(/C=C2\SC(=Nc3c(C)n(C)n(-c4ccccc4)c3=O)NC2=O)ccc1O	-0.9	1008	-14	-15	-0.7	1385	-2.0%	-3.1%	0.21	-0.33	-0.088	0.54	2.6	3.5	5.6	i	-8	-6	676
CSc1nnc2c3ccccc3n(Cc3ccccc3)c2n1	/	/	12	14	/	/	-2.4%	-5.4%	1.4	-0.093	1	-2.2	3.6	2.5	11	i	-6	6	783
O=C1COc2ccc(C(=O)COC(=O)C3CCN(S(=O)(=O)c4cccs4)CC3)cc2N1	0.3	1416	9	3	1.1	1396	-1.7%	-2.8%	0.089	-0.13	0.22	0.28	2.2	2.1	7.9	i	3	/	/
O=C1CCCN1CC1CCCN(Cc2nc(COc3ccccc3)no2)C1 (stereo not drawn)	0.4	1013	-11	-15	0.14	1426	-0.4%	-1.9%	1.6	-0.23	0.74	-0.88	3.3	1.5	5.3	i	5	-12	654
COc1cc(OC)cc(C(=O)NC(=S)Nc2nc(-c3cc4ccccc4o3)cs2)c1	-1.0	1325	/	/	0.14	976	/	/	-0.41	-0.22	0.55	-0.32	/	/	/	/	/	0	682
O=C(CN1CCN(c2ccccc2)CC1)Nc1cccc([N+](=O)[O-])c1	1.0	1080	0	-17	0.52	1317	-2.1%	-8.5%	-0.94	-0.1	-0.48	0.71	1.7	3.0	6.0	i	-12	6	690
CCC(C)(C)NC(=O)COc1ccc(OCc2ccccc2)cc1	-6.2	1028	37	-10	/	/	1.7%	-9.3%	-0.73	-0.11	-0.25	-0.27	1.6	2.3	5.0	i	-10	2	668
CCOc1nc(C)ccc1-c1noc(-c2ccccn2)n1	0.4	767	-8	-3	-1.4	1193	-1.6%	0.6%	-0.84	0.15	0.11	0.49	3.6	5.1	9.5	i	-2	/	/
CC12CCC(C(=O)N3CCN(C(c4ccccc4)c4ccccc4)CC3)(OC1=O)C2(C)C (stereo not drawn)	-1.1	1229	5	-3	/	/	-0.8%	0.7%	-0.42	0.18	0.091	0.54	1.0	1.3	8.5	i	1	0	769
